Screening results deposited in PubChem BioAssay by Fisher Drug Discovery Resource Center.
hcGAS inh: blocks human cGAS activity | Q8N884 | recombinant h-cGAS, ATP depletion, Kinase-Glo luminescence | inhibition, % at 12.5 µM | hit rate 0.081% among 290,000 | AID 1259398;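 also: 0% = vehicle reaction and 100% = reaction without DNA for no activity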
Target sequence (Q8N884 whole entry, looked up): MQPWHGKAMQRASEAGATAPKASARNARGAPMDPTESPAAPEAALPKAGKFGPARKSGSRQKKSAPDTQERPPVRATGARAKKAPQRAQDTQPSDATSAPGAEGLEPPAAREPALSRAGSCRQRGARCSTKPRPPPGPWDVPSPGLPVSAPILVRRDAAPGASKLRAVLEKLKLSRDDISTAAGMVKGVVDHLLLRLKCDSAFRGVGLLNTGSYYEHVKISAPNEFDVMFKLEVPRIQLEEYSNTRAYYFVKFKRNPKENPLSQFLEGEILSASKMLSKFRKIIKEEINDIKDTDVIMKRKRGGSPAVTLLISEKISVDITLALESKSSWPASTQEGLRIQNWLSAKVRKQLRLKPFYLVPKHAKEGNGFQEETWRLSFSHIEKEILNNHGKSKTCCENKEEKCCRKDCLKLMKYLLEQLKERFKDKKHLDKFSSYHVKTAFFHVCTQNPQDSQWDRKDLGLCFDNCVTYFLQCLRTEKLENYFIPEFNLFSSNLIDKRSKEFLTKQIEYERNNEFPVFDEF
NPYLR7 ag: mosquito NPYLR7 agonism; HEK293T NPYLR7/Galpha15, GCaMP6s calcium fluorescence; activation, % at 10 µM; hit rate 0.15% among 270,000; in the data active = activation above about 40%;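 also: 0% = vehicle and 100% = reference agonist at the receptor; some compounds past the cut are filed as inactive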
mcGAS inh: blocks mouse cGAS activity. Q8C6L5. recombinant cGAS, Kinase-Glo ATP depletion luminescence. hit rate 0.15% among 160,000. inhibition, % at 12.5 µM;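 also: 0% = negative control wells and 100% = reference inhibitor with no enzyme activity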
* = called active by the depositor; / = not tested or not shown; & = joins results of further samples. Rule as the data show it, unless noted: active = inhibition above about 40%; inactive = the rest. Not a hit list; 0.27% or so of the library scored in one or more.

SMILES	hcGAS inh	NPYLR7 ag	mcGAS inh
Cc1ccc(NC(=O)CCNC(=O)c2onc3ccccc23)c(F)c1	-3	23	-13
C=CCN1CCN(c2nc3c(c(=O)[nH]c(=O)n3C)n2Cc2ccc(Cl)c(Cl)c2)CC1	-5	-3	/
O=C(O)C1C2C=CC(C2)C1C(=O)N1CCOCC1 (configuration not stated)	-6	5	/
Oc1ccc(Cn2cc[nH]c2=S)cc1	-3	-1	-3
CCCCOCC(O)CN(Cc1ccco1)Cc1c(C)nn(-c2ccccc2)c1Oc1ccc(OC)cc1 (configuration not stated)	-3	9	-4
Cc1cc(N(C)C)nc(NCCNC(=O)COc2ccc(Cl)cc2)n1	2	4	/
CCc1ccc(C(=O)c2c(N)c(C(=O)Nc3cccc(C)c3)c3ccccn23)cc1	-4	-5	-7
CCN1CCc2c(sc(NC(=O)c3cccs3)c2-c2nc3ccccc3s2)C1	10	16	4
CS(=O)(=O)CCC1NC(=O)N(Cc2ccc(Cl)cc2Cl)C1=O (configuration not stated)	-4	-3	-6
COCCNC(=O)CSc1nnc(-c2ccccc2)c2sc(C)nc12	-11	1	-7
CCC1CCCCN1Cc1nc2c(c(=O)n(C)c(=O)n2C)n1CCCc1ccccc1 (configuration not stated)	-5	10	/
Cc1cccn2c(=O)c3cc(C(=O)NC4CCSC4=O)sc3nc12 (configuration not stated)	-10	10	/
CCCc1cc(=O)[nH]c(-n2nc(C)cc2NC(=O)c2ccco2)n1	-6	6	-7
CSc1ncccc1C(=O)N(Cc1ccccc1)[C@H]1CCN(C)C[C@@H](O)C1	-11	7	0
CCCn1c(O)c(N=NC(=O)c2ccccn2)c2ccccc21	-3	-2	-7
Cc1cc2cc3c(C)cc(=O)oc3c(C)c2o1	-2&-7	-2&-3	-5
COc1ccc(-c2nc3cc(C)ccc3o2)cc1NC(=O)c1cccc(Br)c1	-3	-6	-6
COc1cccc(COC(CN2CCN(C(=O)Nc3cc(OC)c(OC)c(OC)c3)CC2)c2ccc(Cl)cc2)c1 (configuration not stated)	-10	/	-6
C#CCn1c(=O)c2c(ncn2C)n(C)c1=O	-3	-2	-4
CC(C)(CNS(=O)(=O)c1cccs1)N1CCOCC1	-9	2	/
CCCNC(=O)N1CCc2cc(OC)c(OC)cc2C1CNC(=O)c1cccc(OC)c1 (configuration not stated)	-3	6	-7
CC(c1ccc(F)cc1)N(C)C(=O)CSc1nnnn1C (configuration not stated)	-14	-3	/
COc1ccccc1N=Nc1c(C)[nH]n(-c2nc(-c3cccc([N+](=O)[O-])c3)cs2)c1=O	-7	-9	-6
Cn1nc(-c2cccc(NC(=O)Cc3ccc(F)cc3)c2)ccc1=O	-7	1	-10
Cc1cc([N+](=O)[O-])cc(S(=O)(=O)NCc2ccc(N3CCOCC3)nc2)c1C	4	-4	/

Brought forward from above: 7 compounds, followed by the next part.
SMILES	hcGAS inh	NPYLR7 ag	mcGAS inh
C#CCn1c(=O)c2c(ncn2C)n(C)c1=O	-3	-2	-4
CC(C)(CNS(=O)(=O)c1cccs1)N1CCOCC1	-9	2	/
CCCNC(=O)N1CCc2cc(OC)c(OC)cc2C1CNC(=O)c1cccc(OC)c1 (configuration not stated)	-3	6	-7
CC(c1ccc(F)cc1)N(C)C(=O)CSc1nnnn1C (configuration not stated)	-14	-3	/
COc1ccccc1N=Nc1c(C)[nH]n(-c2nc(-c3cccc([N+](=O)[O-])c3)cs2)c1=O	-7	-9	-6
Cn1nc(-c2cccc(NC(=O)Cc3ccc(F)cc3)c2)ccc1=O	-7	1	-10
Cc1cc([N+](=O)[O-])cc(S(=O)(=O)NCc2ccc(N3CCOCC3)nc2)c1C	4	-4	/
CCOC(=O)c1nc2cc(Cl)c(Cl)cc2nc1N1CCN(C(=O)c2ccc(C(F)(F)F)cc2F)CC1	6	/	1
CN(C)C(=O)N1CCCC(C(=O)NC2CCCC[C@H]2NC(=O)c2ccc(F)cc2)C1 (some centres not stated)	-7	/	-11
CCn1c(C(C)n2cccn2)n[nH]c1=O (configuration not stated)	-4	0	/
CN1CC(NC(=O)c2ccc(CNC(=O)C3CCCC3)cc2)CCC1=O (configuration not stated)	-8	-3	-14
Cc1ccc(Cn2cc(C(=O)NNC(=O)Nc3cccc(C)c3)ccc2=O)cc1	1	2	/
Cc1cc(N2CCCC2)n2nc(C)c(-c3ccccc3)c2n1	-5	1	-10
CC1Cc2cc(-c3cc(CNC(=O)COc4ccc(F)cc4)no3)ccc2O1 (configuration not stated)	-4	5	-5
Cc1ccc(CNCc2cccnc2N2CCCC(O)C2)o1 (configuration not stated)	-9	5	/
CC(C)C(=O)N=C1NC(=O)CS1	-7	2	/
CC(C)c1nccc(-c2c(-c3ccccc3)ncn2C[C@H]2CCCN2)n1	-7	10	/
Cc1ccc(C)c(SCc2csc(-c3c(F)cccc3F)n2)c1	-3	8	-2
Cc1ccc(NCCNC(=O)c2cc(F)ccc2F)nn1	0	10	/
Cc1ccccc1S(=O)(=O)N1CCC(CCc2ccc(-c3ccccc3)cc2)CC1	-5	0	-6
CCc1cc(CNC(=O)c2cc(COc3ccc(C)nc3)on2)on1	-9	0	/
CCOC(=O)CN(CCN1CCOCC1)Cc1cccn1Cc1cccc(C)c1	-1	14	-3
Cc1ccc(-n2nc3c(c2NC(=O)/C=C\c2ccccc2)CS(=O)(=O)C3)c(C)c1	-8	0	/
CC(Oc1ccccc1)C(=O)N1CCN(c2nccc(-c3ccc4c(c3)OCO4)n2)CC1 (configuration not stated)	-6	4	-7
CNc1cc(C(=O)NCCC2=CSC3=NCCCN23)ccn1	-3	-9	-2
COCCN=c1scc(-c2ccc(Cl)c(Cl)c2)n1N=Cc1ccc2c(c1)OCO2	-7	4	/
COc1ccc(-c2cc3ccc4c(c3oc2=O)CN(Cc2cccnc2)CO4)c(OC)c1	1	-3	0
CC(NC(=O)c1nn(-c2cccc(C(F)(F)F)c2)c(=O)n(Cc2ccc(F)cc2)c1=O)c1ccccc1 (configuration not stated)	-3	0	-7
CC(C)C1OCCC1CNC(=O)c1ccc[nH]1 (configuration not stated)	1	2	0
N[C@@H](COP(=O)(O)O)C(=O)O	-5	-1	-3
COc1cccc(-n2c(=O)c3ccc(Cl)cc3n(CC(=O)NCc3ccc(F)cc3)c2=O)c1	-3	-2	-6
O=C(c1ccccc1Cl)N1CCC2(CC1)SCCN2C(=O)C1CCCC1	-6	9	-4

An excerpt of these results, comma-delimited.
molecule,hcGAS inh,NPYLR7 ag,mcGAS inh
CC(C)c1nccc(-c2c(-c3ccccc3)ncn2C[C@H]2CCCN2)n1,-7,10,/
Cc1ccc(NC(=O)CCNC(=O)c2onc3ccccc23)c(F)c1,-3,23,-13
Cc1cc([N+](=O)[O-])cc(S(=O)(=O)NCc2ccc(N3CCOCC3)nc2)c1C,4,-4,/
Cc1cccn2c(=O)c3cc(C(=O)NC4CCSC4=O)sc3nc12 (configuration not stated),-10,10,/
COc1ccccc1N=Nc1c(C)[nH]n(-c2nc(-c3cccc([N+](=O)[O-])c3)cs2)c1=O,-7,-9,-6
O=C(O)C1C2C=CC(C2)C1C(=O)N1CCOCC1 (configuration not stated),-6,5,/
Cc1ccc(NCCNC(=O)c2cc(F)ccc2F)nn1,0,10,/

Later entries:
SMILES	hcGAS inh	NPYLR7 ag	mcGAS inh
COc1ccccc1C(=O)N1CCC(C(NC(=O)c2cccs2)C(=O)N2CCOCC2)CC1 (configuration not stated)	-11	14	-6
COc1ccc(OC)c(C2SCCN2C(=O)Nc2c(C(C)C)cccc2C(C)C)c1 (configuration not stated)	-10	-3	-5
Cc1nnc(SCCCNC(=O)CCC(F)(F)F)s1	-2	3	-11
C=CCNC(=O)NC(=O)C12CC3CC(CC(C3)C1)C2	1	2	-1
Cc1c(C(=O)N(C)Cc2ccc(F)cc2)sc(=O)n1Cc1ccc(F)c(Cl)c1	-5	-8	/
COc1ccc(Br)cc1/C=C1N=C(/C=C/c2ccccc2OC)OC\1=O	-6	-5	/
COc1ccc(-c2nnc3ccc(OCCNC(=O)CC(C)(C)C)nn23)cc1OC	0	-1	-5
CCC(C)NC(=O)c1ccccc1N1CCC(NC(=O)c2ccc(OC)cc2OC)CC1 (configuration not stated)	-1	-4	-4
CN(CC1CCN(CCc2ccc(F)cc2)CC1)C(=O)c1csc2c1CCCC2	-1	12	-5
O=C(CSc1nc(=O)[nH]c2c1CCC2)N1CCCCC1	0	0	-1
CC(C)c1ncc(C(=O)N2CCOC(C(F)(F)F)C2)c(=O)[nH]1 (configuration not stated)	-5	-2	-7
CC(C)CN1CCC(NCCc2nc3ccccc3[nH]2)CC1	-3	1	-8
Cc1nc(-c2cccc(NC(=O)C(=O)NC3CCCCC3C)c2)n[nH]1 (configuration not stated)	-5	6	/
CCn1nc(C)c(CN2CCC(Oc3ccccc3C(=O)N3CCCCC3)CC2)c1C	-7	6	/
FC(F)(F)COc1nc(N=Nc2ccccc2)nc(N2CCOCC2)n1	0	-5	/
COc1cc(-c2cc(C(F)(F)F)n3ncc(C(=O)Nc4ccc(C(C)=O)cc4)c3n2)cc(OC)c1OC	1	-10	2
COc1c(F)cc(NS(=O)(=O)c2cn(C)c(Cl)n2)cc1F	-3	8	/
O=C(COC(=O)C=Cc1cn(-c2ccccc2)nc1-c1cccs1)Nc1ccc([N+](=O)[O-])cc1	-10	14	-8
Cn1c(=O)c2c(nc3n2CCCN3c2ccc(F)cc2)n(C)c1=O	2	-5	/
COCCN(CCC(=O)Nc1ccc(C)cc1)c1nc(Cc2ccccc2)ns1	2	-2	-2
COc1ccc(C=NNc2ncnc3sc4c(c23)CCCC4)cc1OC	-7	5	/
COC(=O)c1c(C)c(C(=O)CN(CC2CCCO2)C(=O)/C=C/c2ccccc2)c(C)n1C (configuration not stated)	-3	11	-6
CN(C)c1ccc(NC(=O)C2CCC2)cc1CN(Cc1ccc(F)cc1)C(=O)C1CC1	-7	2	-4
Cc1cccc(NC(=O)CSc2ncc(S(=O)(=O)c3cccc(C(F)(F)F)c3)c(=O)[nH]2)c1C	-8	5	-7
CCc1noc(-c2cc(Cl)ccc2NC(=O)Cc2ccon2)n1	-2	3	-13

Continuation.
SMILES	hcGAS inh	NPYLR7 ag	mcGAS inh
O=C(Nc1cc(F)cc(F)c1)C1CCN(c2ccc3nnc(C(F)(F)F)n3n2)CC1	-3	-6	/
O=C(O)C1CCCc2sccc21 (configuration not stated)	3	-1	/
COC(=O)c1ccc(NC(=O)N2CCCC(C(=O)c3sccc3C)C2)cc1 (configuration not stated)	-4	5	-3
COc1cccc(Oc2cnn(-c3ccccc3Cl)c(=O)c2Nc2cccc(C(=O)O)c2)c1	-5	6	-4
Cc1ccc(-c2nc(CN(Cc3ccccc3)C[C@@H]3CCC(=O)N3)c(C)o2)o1	1	-6	-2
CSc1nc(NC(C)C)c2cnn(CCNC(=O)c3ccc(F)cc3F)c2n1	3	/	3
COc1ccc(OCc2nc(C(=O)NCc3cn4ccc(C)cc4n3)co2)cc1	-5	4	-8
Cc1nn(C)c(C)c1CCC(=O)Nc1cncc(N2CCCC2)n1	-15	19	-7
